APE1 inh: APE1 (human) endonuclease inhibition | Potency, µM (doses to about 65.8 µM), without a hit: at the top dose activity change, negative = inhibition, usual class: inhibitors | 350,000 compounds, 0.35% hits | AID 2517 | recombinant APE1, TAMRA/BHQ-2 abasic DNA cleavage fluorescence | P27695;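 further: potency means the concentration at half of the fitted maximal effect; plate controls were vehicle for no effect and reference inhibitor for full effect; nearly all actives have a fitted effect of over 55% in size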
Target sequence (P27695 whole entry, looked up): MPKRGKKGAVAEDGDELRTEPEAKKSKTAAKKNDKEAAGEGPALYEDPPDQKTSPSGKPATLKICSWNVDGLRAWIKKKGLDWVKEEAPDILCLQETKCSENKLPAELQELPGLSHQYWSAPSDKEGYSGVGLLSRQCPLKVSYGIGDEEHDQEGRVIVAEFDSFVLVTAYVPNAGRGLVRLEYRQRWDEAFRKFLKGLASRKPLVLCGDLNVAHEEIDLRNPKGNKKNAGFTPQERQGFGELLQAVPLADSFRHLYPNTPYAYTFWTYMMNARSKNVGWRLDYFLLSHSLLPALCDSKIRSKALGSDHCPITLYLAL
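Endonuclease cleavage of a quenched abasic-site DNA duplex (50 nM) by APE1 (0.75 nM) was tracked by TAMRA dequenching. Compounds were preincubated with enzyme 15 min at room temperature; data normalized to buffer-only and DMSO wells plus NSC13755 control.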
Pol eta inh: inhibitors of human DNA polymerase eta | Potency, µM (titrated, usually from 114 µM), for the others: at the highest dose activity change, negative = inhibition, hits mostly inhibitors | Q9Y253 | recombinant Pol eta, fluorescent DNA replication assay | 390,000 compounds, 1.2% hits; further: potency means the concentration at half of the fitted maximal effect; on the % scale 0 is the no-effect control and ±100 the full control effect
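Pol eta (10 nM) was preincubated with compounds for 15 min at room temperature, after which fluorescent replication substrate (50 nM final) was added to start the reaction. Fluorescence was read kinetically at 0 and 10 min.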
Anesthetic bind: binds horse apoferritin like a general anesthetic | 350,000 compounds, 0.074% hits | Potency, µM (top dose mostly 77.5 µM), for the others: at the top dose activity change, negative = displacement, usual class: inhibitors | P02791 | apoferritin/1-aminoanthracene competitive binding, fluorescence | AID 485281; further: potency means the concentration at half of the fitted maximal effect; on the % scale 0 is the no-effect control and ±100 the full control effect; nearly all actives have a fitted effect of over 20% in size
Target sequence (P02791 2-175 limits assumed): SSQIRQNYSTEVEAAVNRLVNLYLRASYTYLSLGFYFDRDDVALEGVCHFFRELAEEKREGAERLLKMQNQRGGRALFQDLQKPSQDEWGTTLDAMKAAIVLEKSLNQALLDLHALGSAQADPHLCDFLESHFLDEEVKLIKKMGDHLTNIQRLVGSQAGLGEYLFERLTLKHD
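10 uM apoferritin + 50% sat. 1-AMA, PBS; cpd 10 min RT; Ex380/Em535 endpoint; normalized to free probe vs complex; 4-param Hill fit; propofol titration as pos. ctrl.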
Pol iota inh: DNA polymerase iota (human) inhibition. AID 588590. Potency, µM (series often up to 115 µM), inactives show top-dose activity, negative = inhibition, most hits filed as inhibitors. Q9UNA4. Pol iota fluorescent replication assay, 10 min. 390,000 compounds, 1% hits; further: potency means the concentration at half of the fitted maximal effect
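Fluorescent replication assay read twice, at 0 min and 10 min after adding 50 nM (final) substrate. Enzyme (10 nM) and compounds were first incubated 15 min at room temperature; enzyme-free buffer wells were negative controls.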
Pol kappa inh: blocks human DNA polymerase kappa activity; purified Pol kappa, fluorescent DNA synthesis assay, 10 min; Potency, µM (top dose mostly 107 µM), for inactives: top-dose activity, negative = inhibition, most hits filed as inhibitors; 400,000 compounds, 0.53% hits; AID 588579; further: potency means the concentration at half of the fitted maximal effect; on the % scale 0 is the no-effect control and ±100 the full control effect
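10 nM Pol kappa preincubated 15 min at room temperature with compounds, then reaction started with substrate at 50 nM final. Fluorescence read kinetically at 0 and 10 min; buffer-only wells served as negative control.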
Pol beta inh: blocks human DNA polymerase beta activity. P06746. Pol beta primer extension/strand displacement, fluorescence kinetic. Potency, µM (series often up to 114 µM), without a hit: top-dose activity change, negative = inhibition, usual class: inhibitors. 340,000 compounds, 1.3% hits; further: potency means the concentration at half of the fitted maximal effect; on the % scale 0 is the no-effect control and ±100 the full control effect
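10 nM enzyme + cpd, 15 min RT; start with substrate 50 nM final; read 0 min and after 10 min RT. Corrected, normalized data; 4-parameter Hill curve fit.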
BLM inh: blocks DNA unwinding by human BLM helicase; 350,000 compounds, 0.2% hits; Potency, µM (top dose mostly 56.1 µM), for inactives: top-dose activity change, negative = inhibition, actives largely listed as inhibitors; recombinant BLM DNA unwinding, fluorescence dequenching; P54132;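 further: potency means the concentration at half of the fitted maximal effect; plate controls were vehicle for no effect and no enzyme for full effect; nearly all actives have a fitted effect of over 35% in size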
Tb PGK inh: blocks T. brucei phosphoglycerate kinase | Potency, µM (titrated, usually from 57.5 µM), for inactives: at the top dose activity change, negative = inhibition, usual class: inhibitors | 380,000 compounds, 0.043% hits | P07378 | PGK/GAPDH coupled, Kinase-Glo luminescence, 60 min; further: potency means the concentration at half of the fitted maximal effect; on the % scale 0 is the no-effect control and ±100 the full control effect; nearly all actives have a fitted effect of over 60% in size
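Luminescent ATP detection (Kinase-Glo Plus) follows a 60-minute room-temperature incubation, with wells lacking PGK as controls. Buffer: 100 mM TEA (pH 7.6), 5 mM MgCl2, 0.01% Tween-20. Coupling enzyme GAPDH (100 nM final) supplies unstable 1,3-BPG in-well.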
RXFP1 antag: RXFP1 (human) relaxin receptor antagonism | Q9HBX9 | HEK293-RXFP1, relaxin-stimulated cAMP HTRF, 30 min; stronger effect = lower value | activity change, negative = inhibition, % at 57.5 µM | 350,000 compounds, 0.59% hits | AID 1259400;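 active means activity change of -60% or lower, but not beyond a set lower limit; inconclusive means change between -60% and -40%, or beyond the set limit; inactive means change above -40%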; further: on the % scale 0 is the no-effect control and ±100 the full control effect
* = called active by the depositor; i = inactive; ? = inconclusive; . = not tested or not shown; & = joins results of further samples; [ ] = remark or other dose. Unless noted, the call rests on the fitted dose curve; in most records, active means well fitted curve in the direction sought with a large enough effect; inconclusive means small, poorly fitted or top-dose-only effect, or another doubt; inactive means no such curve, though single readings can be large; an effect the other way counts as inactive or inconclusive.

SMILES	APE1 inh	Pol eta inh	Anesthetic bind	Pol iota inh	Pol kappa inh	Pol beta inh	BLM inh	Tb PGK inh	RXFP1 antag
O=S(=O)(NC1CCCC1)c1ccc(S(=O)(=O)N2CCc3ccccc32)cc1	-10.4%	-18.8%	-14.3%	-0.8%	-15.5%	8.4%	-9.8%	-1.2%	-8.8
CCCCCc1c(C)c(C#N)c2nc3ccccc3n2c1-n1ccnc1C	1.3%	-3.7%	-10.6%	14.9%	3.6%	40.3%	-4.9%	-7.4%	-4.6
Nc1nc(SCc2c(F)cccc2Cl)[nH]c(=O)c1-c1ccccc1	-0.2%	2.0%	-4.4%	19.1%	0.5%	8.8%	-5.5%	-6.2%	8.5
COc1cccc(C(=O)Nc2ccc3c(c2)OCO3)c1OC	47.8%	-9.8%	7.2%	45.7%[activator]	0.1%	-10.6%	-5.4%	-1.8%	-13.8
COc1ccc(C(C[N+](=O)[O-])c2c(C)[nH]c3ccccc23)cc1OC (stereo not given)	2.5%	-19.0%	-7.2%	1.9%	-10.6%	-14.3%	-8.5%	-1.4%	-11.4
CC(=O)Nc1ccc(Oc2cc(C#N)c(C#N)cc2N2CCCCCC2)cc1	5.7%	-16.2%	1.4%	-1.9%	-5.6%	1.4%	-12.5%	6.6%	-1.4
Cc1sc2nc(SCCN(C)C)n(-c3ccccc3)c(=O)c2c1-c1ccc(F)cc1	-12.1%	3.8%	-1.7%	22.2%	-10.7%	35.7%	-8.6%	-3.7%	-19.6
O=C(C1CC1)N1CCCC(c2ccc(Cl)cc2)=N1	-1.0%	-18.7%	-10.8%	46.4%[activator]	-17.0%	-1.3%	-7.9%	-2.2%	?
CCOC(=O)CC1=NN(c2ccccc2)C(=O)/C1=C\c1ccc(N(C)C)cc1	2.9%	27.9%	-8.0%	?	-8.3%[60.1 µM]	-0.7%	-0.6%	-12.3%	-5.1
CCOC(=O)CN(Cc1ccccc1)C(=O)OC(C)(C)C	7.9%&1.2%	.	-7.3%&2.6%	-8.7%	-4.5%	-0.7%	0.9%&1.8%	.	.
Cc1cccc(N(CC(=O)N2CCCC2)S(C)(=O)=O)c1	33.6%	-13.9%	-7.0%	-16.0%	0.3%	0.9%	-8.1%	-0.6%	-3.5
Cc1ccc(Cl)cc1NC(=O)c1ccc(NC(=O)CCC(=O)O)cc1	2.2%	-0.2%	-4.6%	11.7%	-5.3%	?	-0.8%	i	-0.1
COc1ccc(Cl)cc1NC(=O)CN(C)C(=O)c1cc(-c2ccncc2)nc2ccccc12	39.5%	-20.2%	.	26.4%	-2.0%	.	.	i	-11.5
COc1ccc(/C=C2\SC(=O)N(CC(=O)Nc3ccccc3O)C2=O)cc1OC	15.3%	-23.4%	-16.1%	29.8%	3.3%	18.1%	-4.6%	-3.1%	-11.3
CCOc1cc(Br)cc(C2NC(=O)c3c(sc4c3CCN(C)C4)N2)c1O (stereo not given)	.	-6.4%	3.0%	-9.9%	?	6.0%	-0.1%	9.0%	-26.5
O=C(NCCCN1CCN(c2ccc(F)cc2)CC1)Nc1ccc(Cl)cc1	.	-5.5%	2.9%	-13.6%	-10.7%	32.1%	2.7%	-3.1%	.
CC1CCN(Cc2nc3c(c(=O)n(C)c(=O)n3C)n2CCCc2ccccc2)CC1	-0.9%	-0.8%	-6.4%	13.4%	-20.9%	14.6%	-2.0%	-1.0%	10.6
O=C(Nc1cccc(NC(=O)c2cccs2)c1)c1cccnc1	-3.2%	-25.6%	-18.9%	-2.7%	13.6%	2.1%	-4.3%	-3.9%	-0.8
COc1cccc(C2C(C(=O)Nc3nc4ccccc4s3)=C(C)NC3=C2C(=O)CC(C)(C)C3)c1OC (stereo not given)	-0.5%	-2.2%	-13.0%	9.4%	-13.9%	12.1%	-2.8%	-9.1%	-17.3
CCOC(=O)C1CCN(C(=O)c2cccc(NC(=O)C(CC)CC)c2)CC1	2.1%	-16.6%	-1.2%	9.5%	-3.5%	-2.7%	-1.7%	.	32.0

Fetched by structure from above, six records:
SMILES	APE1 inh	Pol eta inh	Anesthetic bind	Pol iota inh	Pol kappa inh	Pol beta inh	BLM inh	Tb PGK inh	RXFP1 antag
O=S(=O)(NC1CCCC1)c1ccc(S(=O)(=O)N2CCc3ccccc32)cc1	-10.4%	-18.8%	-14.3%	-0.8%	-15.5%	8.4%	-9.8%	-1.2%	-8.8
COc1cccc(C(=O)Nc2ccc3c(c2)OCO3)c1OC	47.8%	-9.8%	7.2%	45.7%[activator]	0.1%	-10.6%	-5.4%	-1.8%	-13.8
CCOC(=O)CC1=NN(c2ccccc2)C(=O)/C1=C\c1ccc(N(C)C)cc1	2.9%	27.9%	-8.0%	?	-8.3%[60.1 µM]	-0.7%	-0.6%	-12.3%	-5.1
COc1ccc(C(C[N+](=O)[O-])c2c(C)[nH]c3ccccc23)cc1OC (stereo not given)	2.5%	-19.0%	-7.2%	1.9%	-10.6%	-14.3%	-8.5%	-1.4%	-11.4
Cc1cccc(N(CC(=O)N2CCCC2)S(C)(=O)=O)c1	33.6%	-13.9%	-7.0%	-16.0%	0.3%	0.9%	-8.1%	-0.6%	-3.5
CCOc1cc(Br)cc(C2NC(=O)c3c(sc4c3CCN(C)C4)N2)c1O (stereo not given)	.	-6.4%	3.0%	-9.9%	?	6.0%	-0.1%	9.0%	-26.5

Continued.
SMILES	APE1 inh	Pol eta inh	Anesthetic bind	Pol iota inh	Pol kappa inh	Pol beta inh	BLM inh	Tb PGK inh	RXFP1 antag
Cc1ccc(NC(=O)CN2C(=O)NC3(CCCCCCC3)C2=O)cc1C	-14.2%	-19.0%	.	10.8%	0.5%	.	.	2.8%	-8.3
Cc1cc(O)cc(=O)n1Cc1ccco1	-5.1%	-10.8%	-13.1%	-5.4%	2.6%	45.6%	-1.5%	-5.3%	-3.5
CC(C)(C)OC(=O)NCCCCCc1nnc(SCC(N)=O)o1	-4.0%	-8.5%	-11.4%	-11.1%	1.9%	14.4%	-1.2%	9.1%	-14.5
CCOc1ccc(-n2c(C)nc3cc(C(=O)NCCCN4CCOCC4)ccc32)cc1	0.3%	-6.1%	-10.7%	18.1%	-6.3%	-2.8%	3.3%	9.4%	-5.5
Cc1csc(NC(=O)CSc2nccn2Cc2ccco2)n1	10.1%	6.2%	-14.5%	-18.4%	-0.2%	78.3%	-3.9%	-2.0%	0.7
Cc1cccc(CNC(=O)C2CCN(c3nn4cc(-c5ccc(F)cc5)nc4s3)CC2)c1	.	3.0%	-13.5%	19.8%	-0.5%	-17.1%	-1.6%	3.7%	-9.3
COc1ccc(C(=O)NCc2csc(-c3cccs3)n2)cc1	-0.7%	-1.9%	-11.9%	13.0%	-7.3%	-1.7%	-7.0%	-3.2%	6.8
COCC(=O)Nc1c(C(=O)Nc2cccc(OC)c2)oc2ccccc12	11.7%	-7.7%	4.2%	-8.4%	0.0%	8.2%	-4.6%	-9.4%	-8.1
CC/C=C\C/C=C\C/C=C\CCCCCCCCCCCC(=O)O	6.4%&-0.6%	.	-4.0%	.	-1.2%[19.4 µM]	.	1.1%	.	.
CC(=O)c1ccc(NC(=O)c2cc3nc4c(c(C(F)(F)F)n3n2)CCCC4)cc1	7.5%	.	4.7%	.	.	4.4%	-1.8%	.	.
O=C(CSc1nnc2ccccn12)NC(=O)c1cccc([N+](=O)[O-])c1	5.8%	-1.8%	.	13.3%	-3.5%	.	.	-4.8%	1.7
Cc1nc(C)c(C(=O)NCc2ccc(Cl)cc2)o1	14.0%	-5.9%	-15.9%	6.8%	3.0%	54.0%	-2.4%	i	-33.4
CCCCNc1ccc(-c2nc(-c3ccncc3)no2)cc1[N+](=O)[O-]	.	-0.6%	-16.8%	-7.6%	-20.9%	?	-3.4%	-0.5%	.
CC1Cc2ccccc2N1C(=O)c1ccc(Br)o1 (stereo not given)	.	-19.0%	.	71.4%[activator]	5.6%	.	.	-22.9%	.
COc1ccc(CCn2c(-n3nc(C)cc3C)nc3c2c(=O)[nH]c(=O)n3C)cc1	.	-20.6%	.	-3.5%	0.2%	.	.	-0.8%	-2.8
Cc1ccc(C(=O)NCc2ccc(N3CCN(C)CC3)cc2)cc1C	72.6%[activator]	-10.6%	-2.6%	0.4%	-8.5%	0.2%	-1.1%	-5.7%	1.6
O=C(c1ccc(F)cc1)C(CCCCCC(CN1CCOCC1)C(=O)c1ccc(F)cc1)CN1CCOCC1 (stereo not given)	-3.0%	-13.5%	?	9.4%	-7.5%	-1.4%	-3.6%	1.1%	-5.6
CN(c1ncc(C(F)(F)F)cc1Cl)N1C(=O)c2cccc([N+](=O)[O-])c2C1=O	0.2%	-12.6%	-15.8%	39.8%	-4.3%	18.4%	-0.1%	-8.8%	1.7
CCn1c(=O)cc(SCC(=O)NCCCN2CCN(c3ccccc3F)CC2)c2ccccc21	-2.1%	-9.7%	-21.3%	-10.5%	-1.0%	17.5%	-0.9%	-1.2%	2.2
Cn1cnc([N+](=O)[O-])c1SCC(O)CCl (stereo not given)	-0.9%	0.2%	-7.8%	31.6%[activator]	-4.2%	29.7%	-5.2%	4.5%	1.0
Cc1cc(C)cc(NC(=O)CSc2n[nH]c(-c3cccnc3)n2)c1	27.0%	-7.8%	-11.9%	17.6%	-0.3%	29.5%	-0.1%	-0.1%	-4.6

Single records, as listed above. Order of values: APE1 inh, Pol eta inh, Anesthetic bind, Pol iota inh, Pol kappa inh, Pol beta inh, BLM inh, Tb PGK inh, RXFP1 antag
CC(C)(C)OC(=O)NCCCCCc1nnc(SCC(N)=O)o1 across the screens: -4.0%, -8.5%, -11.4%, -11.1%, 1.9%, 14.4%, -1.2%, 9.1%, -14.5
Cc1nc(C)c(C(=O)NCc2ccc(Cl)cc2)o1 across the screens: 14.0%, -5.9%, -15.9%, 6.8%, 3.0%, 54.0%, -2.4%, i, -33.4
Cc1cc(O)cc(=O)n1Cc1ccco1 across the screens: -5.1%, -10.8%, -13.1%, -5.4%, 2.6%, 45.6%, -1.5%, -5.3%, -3.5

The list is partial (hit frequency here may not be typical).
